GoLoco inh red = inhibitors of human Gai1-RGS12 GoLoco interaction (red fluorophore); Potency, µM (series often up to 61.6 µM), for the others: at the highest dose activity, negative = inhibition, actives largely listed as inhibitors; P63096; Gai1:RGS12 GoLoco peptide FP, rhodamine, 10 min; 0.44% of 230,000 active; active = well fitted inhibition curve with a large enough effect, not every such curve was filed as active; inactive = no such curve, though single readings can be large or run the other way; note: % is set by controls: 0 for no effect and ±100 for the full control effect; nearly all actives have a fitted effect of over 30% in size; many of its hits are not listed in these tables
Target sequence (P63096 whole entry, looked up): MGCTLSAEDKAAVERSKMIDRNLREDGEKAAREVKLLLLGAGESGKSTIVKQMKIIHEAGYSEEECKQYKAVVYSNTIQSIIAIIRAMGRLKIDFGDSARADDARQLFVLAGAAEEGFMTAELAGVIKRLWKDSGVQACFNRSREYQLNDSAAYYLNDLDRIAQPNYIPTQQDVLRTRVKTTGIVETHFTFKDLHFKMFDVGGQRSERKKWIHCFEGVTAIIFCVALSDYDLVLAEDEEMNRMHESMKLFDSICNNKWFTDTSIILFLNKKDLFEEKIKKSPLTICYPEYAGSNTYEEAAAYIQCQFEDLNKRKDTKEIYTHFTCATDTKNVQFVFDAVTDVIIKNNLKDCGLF
NPSR antag = antagonists of human neuropeptide S receptor cAMP signaling; Q6W5P4; CHO-NPSR cells, cAMP TR-FRET, antagonist mode; Potency, µM (series often up to 38.3 µM), inactives show at the top dose activity change, negative = inhibition, usual class: inhibitors; 1% of 220,000 active; AID 1461; note: % is set by controls: 0 for no effect and ±100 for the full control effect; nearly all actives have a fitted effect of over 50% in size; many of its hits are not listed in these tables
Target sequence (Q6W5P4 whole entry, looked up): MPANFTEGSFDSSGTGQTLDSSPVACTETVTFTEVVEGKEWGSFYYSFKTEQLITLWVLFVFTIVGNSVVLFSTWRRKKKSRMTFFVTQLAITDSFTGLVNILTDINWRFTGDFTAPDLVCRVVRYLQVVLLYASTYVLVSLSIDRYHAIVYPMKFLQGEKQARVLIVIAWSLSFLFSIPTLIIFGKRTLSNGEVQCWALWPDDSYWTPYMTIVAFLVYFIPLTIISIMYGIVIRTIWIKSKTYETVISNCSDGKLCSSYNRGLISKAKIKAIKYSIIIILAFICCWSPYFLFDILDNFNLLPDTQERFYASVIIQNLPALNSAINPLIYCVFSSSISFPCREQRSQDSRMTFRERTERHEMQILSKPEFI
Luc counter = counter-screen: inhibitors of Kinase-Glo firefly luciferase. 0.28% of 200,000 active. Potency, µM (doses to about 38.3 µM), without a hit: at the top dose activity change, negative = inhibition, most hits filed as inhibitors. AID 1379. Q27757. Kinase-Glo luciferase, ATP luminescence, 8 min; note: % is set by controls: 0 for no effect and ±100 for the full control effect; nearly all actives have a fitted effect of over 60% in size
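Luminescence was the read-out, taken after 8-minute incubation at ambient temperature. Luciferase turned over luciferin with 10 uM ATP in imidazole pH 7.2 buffer containing KCl, MgCl2, Tween 20 and BSA.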
Epigenetic derep = epigenetic control regulation, reporter derepression | murine LDR cells, GFP reporter derepression, 30 h | Potency, µM (top dose mostly 53.9 µM), without a hit: at the highest dose GFP activation, actives largely listed as activators | 0.2% of 280,000 active | AID 1865; note: % of control where 0% means no effect; nearly all actives have a fitted effect of over 60% in size
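Reporter derepression read as number of fluorescent GFP-positive objects, 20-120 um in size, counted by laser-scanning cytometer. Mouse LDR line with an epigenetically silenced CMV-GFP locus; compound incubation 30 h, 37 C.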
SMN2 splice up = SMN2 splice variant enhancement. HEK293 SMN2-luciferase splicing reporter, luminescence, 30-36 h. Potency, µM (titrated, usually from 46.1 µM), without a hit: at the top dose activity change, positive = activation, hits mostly activators. 2.8% of 210,000 active; note: % of control where 0% means no effect; nearly all actives have a fitted effect of over 55% in size
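HEK293 cells carry an SMN2 […]–luciferase reporter in which exon 7 inclusion puts luciferase in frame. Cells were plated 10-12 h before compound addition, then incubated 30-36 h at 37C. ONE-Glo luminescence was read; sodium butyrate at 4.5 mM final served as control.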
IMPase Li inh = membrane-permeable IMPase blocker, potentiated with lithium | CHO-M1 cells, IP1 TR-FRET (IP-One), carbachol + lithium | 0.35% of 210,000 active | Potency, µM (series often up to 59.4 µM), inactives show top-dose activity, negative = IMPase inhibition, hits mostly inhibitors;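 note: IP1 builds up when IMPase is blocked and the TR-FRET signal falls; plate controls were basal vehicle for no effect and high inhibitor control for full effect; nearly all actives have a fitted effect of over 50% in size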
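CHO cells stably expressing M1 receptor (2000/well, cultured 16–30 h) treated 30 min at 37C with compound plus low lithium. Cytosolic IP1 by TR-FRET (665/620 ratio and 620 channel) after 10 min lysis; AC50 by Hill fit.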
KDM4E inh = blocks human JMJD2E demethylase activity; Potency, µM (series often up to 57.1 µM), for the others: at the top dose activity change, negative = inhibition, actives largely listed as inhibitors; JMJD2E catalytic domain, FDH-coupled NADH fluorescence (FDH is formaldehyde dehydrogenase); 1.6% of 230,000 active; B2RXH2; active = well fitted inhibition curve with a large enough effect, not every such curve was filed as active; inconclusive = small, poorly fitted or top-dose-only effect, or another doubt; inactive = no such curve, though single readings can be large or run the other way;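 note: 0% = wells with enzyme and -100% = buffer wells without enzyme; nearly all actives have a fitted effect of over 50% in size; many of its hits are not listed in these tables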
Target sequence (B2RXH2 1-337 limits assumed): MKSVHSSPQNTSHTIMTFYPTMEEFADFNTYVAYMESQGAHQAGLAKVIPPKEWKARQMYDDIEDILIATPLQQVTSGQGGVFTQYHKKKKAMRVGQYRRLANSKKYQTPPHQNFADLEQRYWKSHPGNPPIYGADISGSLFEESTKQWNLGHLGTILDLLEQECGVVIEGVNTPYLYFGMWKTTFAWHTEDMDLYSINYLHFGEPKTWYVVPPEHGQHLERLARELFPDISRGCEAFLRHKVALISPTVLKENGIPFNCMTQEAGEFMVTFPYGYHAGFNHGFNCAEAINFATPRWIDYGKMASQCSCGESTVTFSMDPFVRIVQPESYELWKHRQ
RECQ1 inh = RECQ1 (human) helicase inhibition | RECQ1 DNA unwinding, red fluorescence kinetic read | Potency, µM (highest dose often 57.3 µM), without a hit: at the top dose activity, negative = inhibition, hits mostly inhibitors | 0.54% of 240,000 active | P46063;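 note: plate controls were vehicle for no effect and no enzyme for full effect; nearly all actives have a fitted effect of over 30% in size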
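50 nM RECQ1T1 preincubated 15 min with compound in Tris pH 8.0 buffer with MgCl2, DTT, Tween-20 and 2.5 ug/ml poly(dI-dC); started with 200 nM TAMRA/BHQ-2 forked duplex and 2 mM ATP. Unwinding read as fluorescence (525/598 nm), two reads 2 h apart.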
An asterisk follows results filed as active; & = joins results of further samples; [ ] = another dose, or the depositor's remark. Unless noted, calls come from the whole dose curve; as a rule, active = well fitted curve in the direction sought with a large enough effect; inconclusive = small, poorly fitted or top-dose-only effect, or another doubt; inactive = no such curve, though single readings can be large; an effect the other way counts as inactive or inconclusive. Potency is the fitted concentration of half-maximal effect. Only part of the results is shown (hit frequency here may not be typical).

`COc1ccc(SC[C@H](Cc2ccccc2)N2CCN(C)CCC2=O)cc1` gave GoLoco inh red 6%, NPSR antag 24%, Epigenetic derep 13%, KDM4E inh -11% and RECQ1 inh -4%.
`CCOc1ccc(OCCSc2nc3ccccc3[nH]2)cc1` gave GoLoco inh red -2%, NPSR antag 2%, Luc counter 4%, Epigenetic derep -1.0%, SMN2 splice up -111%[inhibitor], IMPase Li inh 30%[activator], KDM4E inh -4% and RECQ1 inh -18%.
For COc1ccc(OC)c(S(=O)(=O)n2nc(-c3ccccc3)cc2N)c1 the results were GoLoco inh red -13%, NPSR antag -6%[46.1 µM], Luc counter -3%, Epigenetic derep -1.0%, SMN2 splice up -9%, IMPase Li inh 2%[38.3 µM], KDM4E inh -2% and RECQ1 inh -13%.
Screening CCCCN(C)C(=S)Nc1ccc2nc3n(c(=O)c2c1)CCCCC3 returned GoLoco inh red -6%, NPSR antag 26%, Luc counter -1%, Epigenetic derep -2.2%, SMN2 splice up -46%[inhibitor], IMPase Li inh 20%, KDM4E inh inconclusive and RECQ1 inh -2%.
O=[N+]([O-])c1ccc(N2CCN(c3nc(-c4ccc(Cl)cc4)cs3)CC2)cc1 was read as GoLoco inh red 3%, NPSR antag -5%[46.1 µM], Luc counter -6%, Epigenetic derep -3.5%, SMN2 splice up -46%[inhibitor], IMPase Li inh -2%[38.3 µM], KDM4E inh 5% and RECQ1 inh -3%.
CN1CCN(c2nc(-c3ccc(N(C)C)cc3)nc3ccccc23)CC1 was read as GoLoco inh red -3%, Luc counter inconclusive, Epigenetic derep inconclusive, SMN2 splice up -47%[inhibitor], IMPase Li inh -26%, KDM4E inh inconclusive and RECQ1 inh -6%.
For CC(=O)Nc1sc2c(c1C(N)=O)CCC2 the results were GoLoco inh red 12%, NPSR antag 5%[46.1 µM], Luc counter 0%, Epigenetic derep 0.0%, SMN2 splice up 3%, IMPase Li inh 15%, KDM4E inh inconclusive and RECQ1 inh -1%.
For C=CCn1c(Cc2ccc(OC)cc2)nnc1SCc1nc2ccccc2c(=O)[nH]1 the results were GoLoco inh red 0%, NPSR antag -17%[46.1 µM], Luc counter 3%, Epigenetic derep -1.1%, SMN2 splice up inconclusive, IMPase Li inh 25%[38.3 µM], KDM4E inh -10% and RECQ1 inh -3%.
For COc1ccccc1Nc1c([N+](=O)[O-])cncc1[N+](=O)[O-] the results were GoLoco inh red -5%, NPSR antag -1%, Luc counter -7%, Epigenetic derep 5.8%, IMPase Li inh 5%, KDM4E inh 1% and RECQ1 inh -1%.
For Cc1cccc(Nc2nnc(SCC(=O)NC3CCCc4ccccc43)s2)c1 (stereo unspecified) the results were GoLoco inh red -4%, NPSR antag -30%, Luc counter 3%, Epigenetic derep -1.6%, SMN2 splice up -36%[inhibitor], IMPase Li inh 7%, KDM4E inh 2% and RECQ1 inh 0%.
For CC(C)(C)c1nc(NC(=O)Nc2ccccc2)sc1Br the results were GoLoco inh red -7%, NPSR antag -51%, Luc counter 0%, Epigenetic derep 2.3%, SMN2 splice up -3%, IMPase Li inh 20%, KDM4E inh -17% and RECQ1 inh inactive.
COc1cc(OC)c(/C=N/NC(=O)COc2cccc3cccnc23)c(OC)c1 was read as GoLoco inh red 1%, NPSR antag 45%, Epigenetic derep 2.0%, KDM4E inh -20% and RECQ1 inh -3%.
Screening COCCNC(=O)c1cn(C)c2ccc(S(=O)(=O)N(C)C3CCCCC3)cc2c1=O returned GoLoco inh red 6%, NPSR antag -6%[46.1 µM], Luc counter -4%, Epigenetic derep 1.5%, SMN2 splice up 2%, IMPase Li inh 2%[38.3 µM], KDM4E inh 0% and RECQ1 inh -7%.
O=C(Nc1cccc(Oc2c(F)c(F)c(F)c(F)c2F)c1)N1C[C@@H]2C[C@@H](C1)c1cccc(=O)n1C2 was read as GoLoco inh red 9%, NPSR antag -7%[46.1 µM], Epigenetic derep -0.9%&-1.7%, KDM4E inh 3%&5% and RECQ1 inh 1%&-7%.
`O=C(c1cc(F)ccc1F)C1CCCN(Cc2cccn2-c2ccccn2)C1` (stereo unspecified) gave GoLoco inh red 9%, NPSR antag 0%, Epigenetic derep 2.1%, KDM4E inh 3% and RECQ1 inh inactive.
`NS(=O)(=O)c1ccc(CNC(=O)CCC2CCCCC2)cc1` gave GoLoco inh red -11%, NPSR antag -10%[46.1 µM], Luc counter -1%, Epigenetic derep -0.1%, SMN2 splice up 13%, IMPase Li inh 37%[activator][38.3 µM], KDM4E inh 2% and RECQ1 inh -12%.
For CCC(C)C(NC(=O)c1ccccc1NC(=O)c1ccco1)C(=O)NC1CCCCC1 (stereo unspecified) the results were GoLoco inh red 0%, NPSR antag -20%[46.1 µM], Luc counter -6%, Epigenetic derep -2.9%, SMN2 splice up -19%, IMPase Li inh 7%[38.3 µM], KDM4E inh inconclusive and RECQ1 inh -7%.
For COCCn1c(=S)[nH]c2cc(C(=O)NCC3CCCO3)ccc2c1=O (stereo unspecified) the results were GoLoco inh red -9%, NPSR antag -15%[46.1 µM], Luc counter 2%, Epigenetic derep 0.0%, SMN2 splice up -12%, IMPase Li inh 1%, KDM4E inh 2% and RECQ1 inh -17%.
COc1ccccc1/C=N/NC(=O)CC(=O)NCc1ccccc1 was read as GoLoco inh red -1%, NPSR antag 6%, Epigenetic derep 3.9%, IMPase Li inh 11%, KDM4E inh -4% and RECQ1 inh 0%.
For Cc1cc(C)c(C#N)c(SCC(=O)CC(=O)OC(C)C)n1 the results were GoLoco inh red -2%, NPSR antag -9%[46.1 µM], Luc counter -2%, Epigenetic derep 0.0%, SMN2 splice up 12%, IMPase Li inh 16%[38.3 µM], KDM4E inh -9% and RECQ1 inh -7%.
Screening COc1ccc(CCNC(=O)COC(=O)C23CC4CC(CC(Br)(C4)C2)C3)cc1 returned GoLoco inh red -9%, NPSR antag -8%, Luc counter -1%, Epigenetic derep 2.1%, SMN2 splice up 18%, IMPase Li inh -2%, KDM4E inh -11% and RECQ1 inh inactive.
CC(C)=C1C2CCC1C1C(=O)N(NC(=O)COc3ccc(C(C)(C)C)cc3)C(=O)C21 (stereo unspecified) was read as GoLoco inh red 7%, NPSR antag -9%[46.1 µM], Luc counter 19%, Epigenetic derep 0.1%, SMN2 splice up 4%, IMPase Li inh 14%[38.3 µM], KDM4E inh -2% and RECQ1 inh -15%.
`CC(C)(CN1CCc2ccccc2C1)NS(=O)(=O)c1ccc(Cl)cc1` gave GoLoco inh red 2%, NPSR antag -41%, Epigenetic derep 5.1%, KDM4E inh -15% and RECQ1 inh -9%.
CCCCNC(=O)Cn1nc([N+](=O)[O-])c([N+](=O)[O-])c1C was read as GoLoco inh red 13%, NPSR antag 12%, Luc counter -3%, Epigenetic derep 0.0%, SMN2 splice up 2%[1.84 µM], IMPase Li inh 13%, KDM4E inh 8% and RECQ1 inh -4%.
For CC(=O)NC(=S)Nc1ccccc1C(=O)NC1CCCCC1 the results were GoLoco inh red 0%, NPSR antag 15%, Luc counter -1%, Epigenetic derep -1.9%, SMN2 splice up 12%, IMPase Li inh 0%, KDM4E inh 8% and RECQ1 inh 4%.
`Cc1nc2sc3c(c2c(=O)n1/N=C/c1ccco1)CCCC3` gave GoLoco inh red 10%, NPSR antag -9%[46.1 µM], Luc counter 0%, Epigenetic derep -1.0%, SMN2 splice up 10%, IMPase Li inh 27%[38.3 µM], KDM4E inh -1% and RECQ1 inh inactive.
For CCOc1ccc(N2C(=O)CC(N(CCc3ccc(OC)c(OC)c3)C(=O)/C=C/C(=O)O)C2=O)cc1 (stereo unspecified) the results were GoLoco inh red 3%, NPSR antag 1%, Epigenetic derep -1.0%, KDM4E inh 2% and RECQ1 inh inactive.
Screening O=C(CN1CCN(Cc2ccc(Cl)cc2)CC1)N/N=C/c1cccc(F)c1 returned GoLoco inh red -1%, NPSR antag 1%, Epigenetic derep -1.4%, KDM4E inh -10% and RECQ1 inh -3%.
For O=C(Cn1c2[n+](c3ccc(C(F)(F)F)cc31)CCCCC2)Nc1ccc(Br)cc1 the results were GoLoco inh red 18µM*, NPSR antag -21%, Luc counter 3%, Epigenetic derep 5.2%, SMN2 splice up 12%, IMPase Li inh 14%, KDM4E inh -29% and RECQ1 inh -4%.
Screening O=C(c1ccncc1)N1CCC[C@@]2(CCN(Cc3cc(C(F)(F)F)cc(C(F)(F)F)c3)C2)C1 returned GoLoco inh red 11%, Luc counter -2%, SMN2 splice up -9%, IMPase Li inh -2% and RECQ1 inh inactive.

Already shown: 2 of the compounds above.
For O=C(Cn1c2[n+](c3ccc(C(F)(F)F)cc31)CCCCC2)Nc1ccc(Br)cc1 the results were GoLoco inh red 18µM*, NPSR antag -21%, Luc counter 3%, Epigenetic derep 5.2%, SMN2 splice up 12%, IMPase Li inh 14%, KDM4E inh -29% and RECQ1 inh -4%.
Screening O=C(c1ccncc1)N1CCC[C@@]2(CCN(Cc3cc(C(F)(F)F)cc(C(F)(F)F)c3)C2)C1 returned GoLoco inh red 11%, Luc counter -2%, SMN2 splice up -9%, IMPase Li inh -2% and RECQ1 inh inactive.

Molecules from the list above containing a furan ring, fused or not:
For CCC(C)C(NC(=O)c1ccccc1NC(=O)c1ccco1)C(=O)NC1CCCCC1 (stereo unspecified) the results were GoLoco inh red 0%, NPSR antag -20%[46.1 µM], Luc counter -6%, Epigenetic derep -2.9%, SMN2 splice up -19%, IMPase Li inh 7%[38.3 µM], KDM4E inh inconclusive and RECQ1 inh -7%.
`Cc1nc2sc3c(c2c(=O)n1/N=C/c1ccco1)CCCC3` gave GoLoco inh red 10%, NPSR antag -9%[46.1 µM], Luc counter 0%, Epigenetic derep -1.0%, SMN2 splice up 10%, IMPase Li inh 27%[38.3 µM], KDM4E inh -1% and RECQ1 inh inactive.

Source: PubChem BioAssay (National Center for Advancing Translational Sciences (NCATS))
